Screening data as filed in PubChem.
Bcl-B Bim block: inhibitors of Bim-Bcl-B interaction, human. AID 951. inhibition, % at 10 µM. bead-based flow cytometry, Bim peptide-Bcl-B binding. 190,000 compounds, 0.073% hits. Q9HD36;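 further: 0% = tracer peptide without compound and 100% = reference inhibitor peptide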
Target sequence (Q9HD36 whole entry, looked up): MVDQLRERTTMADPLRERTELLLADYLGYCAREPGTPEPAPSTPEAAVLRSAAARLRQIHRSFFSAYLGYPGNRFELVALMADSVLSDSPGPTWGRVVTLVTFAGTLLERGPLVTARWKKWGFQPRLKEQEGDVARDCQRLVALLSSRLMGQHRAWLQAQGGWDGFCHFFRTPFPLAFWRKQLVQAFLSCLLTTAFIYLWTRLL
GSH bead fluor: compound fluoresces at 488/530 nm on GSH beads. GSH beads flow cytometry, compound fluorescence 488/530 nm; stronger effect = higher value. fluorescence (KMESF) at 10 µM. 190,000 compounds, 0.25% hits. AID 1776; in the data active means fluorescence above about 89;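 further: glutathione beads carrying GST-tagged Bcl family fusion proteins plus one bare bead set; values are compound well signal with DMSO vehicle wells as background; inactives centre near 16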
ABCB1 inh: human ABCB1 inhibition, ABCG2 as counter-screen; inhibition, % at 6.6 µM; 190,000 compounds, 0.067% hits; AID 1326; P08183; CCRF-Adr cells, JC-1 efflux, flow cytometry; in the data active means inhibition above about 40%;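 further: 0% = vehicle and 100% = reference inhibitor; higher value means more JC-1 retained so stronger ABCB1 efflux block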
Bim-Bfl-1: human Bim-Bfl-1 interaction inhibition. Q16548. Bead-based flow cytometry, Bim-Bfl-1 binding inhibition. inhibition, % at 10 µM. 190,000 compounds, 0.12% hits;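 further: 0% = wells without compound plus tracer and 100% = blocker peptide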
Bcl-W Bim block: human Bim-Bcl-W interaction inhibition; bead-based flow cytometry, Bim peptide-Bcl-W binding; 190,000 compounds, 0.02% hits; Q92843; inhibition, % at 10 µM; AID 952;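 further: 0% = bound tracer without compound and 100% = peptide blocker; higher means less fluorescent Bim peptide bound to Bcl-W beads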
Target sequence (Q92843 whole entry, looked up): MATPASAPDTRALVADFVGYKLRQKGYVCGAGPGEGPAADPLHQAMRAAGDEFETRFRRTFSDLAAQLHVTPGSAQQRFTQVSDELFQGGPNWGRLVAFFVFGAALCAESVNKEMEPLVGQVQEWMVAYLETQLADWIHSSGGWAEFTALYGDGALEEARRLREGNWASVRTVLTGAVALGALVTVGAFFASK
ABCG2 inh: inhibitors of human ABCG2 transporter, ABCB1 counter-screen. Q9UNQ0. IgMXP3 cells, JC-1 efflux, flow cytometry. inhibition, % at 6.6 µM. 190,000 compounds, 0.1% hits. AID 1325;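 active means inhibition above 80%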;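 further: 0% = DMSO and 100% = nicardipine control wells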
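Test system: IgMXP3 (ABCG2) plus far-red-tagged CCRF-Adr (ABCB1) cells / Amount: 3 million cells/mL in well / Reagent: JC-1 transporter substrate / Timing: 10 min compound exposure, 25 °C / Signal: flow cytometry, 530 nm JC-1 signal / Read-out: percent efflux inhibition, scaled nicardipine 100% to DMSO 0% / Benchmarks: nicardipine as high control, DMSO as low control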
RGS4-Gao reg: human RGS4-Galphao interaction regulation; Multiplexed bead flow cytometry, RGS4-Galphao binding; actives lie on both sides; 220,000 compounds, 0.33% hits; binding response (% of control), % at 10 µM; P09471; in the data active means binding response below about 49% or above about 150%; inactive means in between;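 further: fluorescent Galphao activated with aluminum fluoride binding bead-coupled RGS4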
Target sequence (P09471 whole entry, looked up): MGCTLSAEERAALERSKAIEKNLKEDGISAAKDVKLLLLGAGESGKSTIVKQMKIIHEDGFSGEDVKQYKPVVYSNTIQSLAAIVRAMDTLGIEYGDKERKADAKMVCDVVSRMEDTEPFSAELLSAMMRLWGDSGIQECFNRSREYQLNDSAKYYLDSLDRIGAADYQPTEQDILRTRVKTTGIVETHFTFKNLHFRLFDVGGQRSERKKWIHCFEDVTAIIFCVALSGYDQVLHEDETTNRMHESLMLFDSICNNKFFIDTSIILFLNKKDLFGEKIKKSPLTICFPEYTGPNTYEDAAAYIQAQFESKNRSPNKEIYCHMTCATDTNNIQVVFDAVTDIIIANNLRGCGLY
Bcl-XL Bim block: disrupts Bim peptide binding to human Bcl-XL | Q07817 | bead flow cytometry, fluorescence | inhibition, % at 10 µM | 190,000 compounds, 0.04% hits
RGS8-Gao reg: modulates binding of RGS8 to human Galphao; response (percent of control binding), % at 10 µM; 220,000 compounds, 0.34% hits; multiplexed bead flow cytometry; actives lie on both sides; P09471; AID 1423; in the data active means response below about 60% or above about 140%; inactive means in between;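 further: Galphao activated as the GDP aluminium fluoride complex binding bead-coupled RGS8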
RGS7-Gao: modulates binding of RGS7 to human Galphao. AID 1439. P09471. 220,000 compounds, 0.35% hits. binding response (% of control), % at 10 µM. Multiplexed bead flow cytometry; actives lie on both sides; in the data active means binding response below about 49% or above about 150%; inconclusive means no clear call, values can overlap the other calls; inactive means in between;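 further: fluorescent Galphao held in activated GDP-AlF4 state binding bead-coupled RGS7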
Bcl-2 Bim block: disrupts Bim peptide binding to human Bcl-2. Bead-based flow cytometry, Bim peptide-Bcl-2 binding. 190,000 compounds, 0.06% hits. inhibition, % at 10 µM; in the data active means inhibition above about 40%; inconclusive means no clear call, values can overlap the other calls;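 further: 0% = no compound wells with probe peptide and 100% = reference peptide inhibitor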
Target sequence (P10415 whole entry, looked up): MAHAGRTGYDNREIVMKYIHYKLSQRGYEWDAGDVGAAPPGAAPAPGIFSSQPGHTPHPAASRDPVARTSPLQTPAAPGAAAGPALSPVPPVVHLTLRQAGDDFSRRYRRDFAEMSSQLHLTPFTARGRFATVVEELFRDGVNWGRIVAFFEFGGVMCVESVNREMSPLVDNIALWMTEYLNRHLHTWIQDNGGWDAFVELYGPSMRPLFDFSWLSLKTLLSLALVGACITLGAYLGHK
An asterisk follows results filed as active; ? = inconclusive. Unless noted, no stated cut-off is given here; in the data, active means inhibition above about 40%. No enrichment for hits; any-hit rate near 1.1%.

SMILES | Bcl-B Bim block | GSH bead fluor | ABCB1 inh | Bim-Bfl-1 | Bcl-W Bim block | ABCG2 inh | RGS4-Gao reg | Bcl-XL Bim block | RGS8-Gao reg | RGS7-Gao | Bcl-2 Bim block
Cc1ccc(NC(=O)C2C3CC4OC(=O)C2C4C3)cc1Cl (stereo not given) | -5 | 18 | 0.2 | 0 | -5 | 1 | 100 | -3 | 100 | 96 | 0
COc1ccc(NC2=NCCC2)cc1 | 7 | 19 | -0.8 | 0 | 3 | -1 | 98 | -1 | 101 | 101 | 0
CCOc1ccccc1NC(=O)CSc1nnc(Cn2c(=O)sc3ccccc32)n1C | -8 | 16 | 2.2 | -9 | -6 | 12 | 100 | -8 | 99 | 100 | -4
O=C(NC(=S)N1CCN(c2ccccn2)CC1)c1ccco1 | -7 | 25 | 0.4 | -3 | 0 | 1 | 103 | -4 | 104 | 105 | -1
COc1ccc(CCNC(=O)CN2CCC(C(N)=O)CC2)cc1 | 5 | 15 | 0.7 | 1 | 0 | 2 | 95 | 2 | 97 | 101 | 3
NC(=O)c1coc(-c2ccccc2)n1 | 1 | 9 | -0.1 | 0 | 1 | 2 | 103 | 0 | 104 | 104 | 0
COc1ccc(N2CC(=O)N(c3ccccc3)C2=S)cc1 | -14 | 20 | -0.4 | -19 | -9 | -2 | 102 | -13 | 103 | 101 | -11
O=C(CSc1ncccn1)NCc1ccc(Cl)cc1 | 0 | 15 | 0.6 | -3 | 1 | 5 | 101 | -4 | 103 | 97 | 1
CCOCCc1nnc(NC(=O)c2cc(OC)c(OC)c(OC)c2)s1 | -9 | 36 | 0.9 | -19 | -3 | 62 | 99 | -8 | 99 | 96 | -14
O=C(CSc1nc2ccccc2c(=O)n1CCC(=O)N1CCN(c2ccccc2)CC1)NCC1CCCO1 (stereo not given) | -1 | 13 | 0.8 | -4 | 0 | 3 | 98 | -2 | 99 | 97 | -2
CCOC(=O)C1=C(NC(=O)c2ccc(Br)o2)Nc2ccccc2N=C1 | -8 | 43 | -0.1 | -6 | 3 | 9 | 135 | 0 | 104 | 140 | -8
Cc1ccc(NC(=O)c2ccc(CSc3nnc(-c4ccncc4)n3C)cc2)cc1 | 0 | 8 | 0.4 | -1 | 1 | 4 | 101 | 0 | 102 | 102 | -1
CCCCNC(=O)NNC(=O)c1ccco1 | -11 | 21 | 0.3 | -16 | -1 | 7 | 108 | -5 | 109 | 112 | -23
CCc1nc(Cl)c(C#N)c2c1CSC(C)(C)C2 | -6 | 9 | 0.0 | 1 | -6 | -1 | 103 | -9 | 102 | 102 | -2
Cc1ccc2oc(=O)c3cnn(CC(=O)N4CCN(c5ccccn5)CC4)c3c2c1 | -7 | 19 | 0.9 | -9 | 0 | 1 | 93 | -3 | 94 | 95 | -10
CCC1=Nc2cc(C(=O)NCc3ccco3)ccc2Sc2ccc(C)cc21 | -2 | 4 | 5.7 | 0 | -1 | 9 | 100 | 0 | 96 | 100 | 1
C/C(=N/NC(=O)Cc1cccs1)c1ccco1 | -5 | 8 | 0.9 | -1 | 0 | 8 | 96 | -5 | 106 | 100 | 0
Cn1c(=O)c2c(ncn2CC(=O)Nc2ccccc2)n(C)c1=O | -3 | 47 | -0.2 | -12 | 0 | 0 | 95 | -7 | 102 | 96 | -8
COc1cc(C(=O)NCCCNc2nc3c(C)cc(C)cc3cc2C#N)cc(OC)c1OC | -6 | 13 | 1.2 | -3 | 1 | 2 | 106 | 0 | 105 | 100 | -2
COc1ccc(C(C)=O)cc1CSc1nnc(C)n1-c1ccccc1 | -7 | 14 | 0.6 | -13 | -2 | 5 | 68 | -3 | 102 | 102 | -3
COc1ccc(C(=O)NC(=S)Nc2ccc(N3CCOCC3)c(Cl)c2)cc1[N+](=O)[O-] | -8 | 3 | -0.5 | -3 | -3 | -5 | 95 | -7 | 87 | 93 | -3
CCCn1c(=N)n(CC(=O)c2ccc([N+](=O)[O-])cc2)c2ccccc21 | 0 | 11 | 0.0 | 6 | 0 | 2 | 101 | 0 | 98 | 102 | 1
COC(=O)Cc1ccc(NC(=S)N2CCN(c3ccc(F)cc3)CC2)cc1 | -9 | 15 | 0.2 | -4 | -3 | 22 | 104 | -8 | 106 | 112 | -4
O=C(CSc1nc2ncccc2[nH]1)c1ccc(F)cc1 | -8 | 30 | 0.6 | -15 | -8 | 23 | 80 | -2 | 68 | 76 | -1
O=c1c2ccccc2nnn1CSc1nnnn1-c1ccc(O)cc1 | -12 | 9 | 2.3 | -6 | 0 | 18 | 97 | -1 | 97 | ? | -2
CN(C)c1ccc(C(=O)OCC(=O)N2CCOCC2)cc1 | -10 | 19 | 0.2 | -10 | -4 | 0 | 99 | -8 | 100 | ? | -6
Cc1cc2cc(C)c(NCCNC(=O)c3ccccc3F)nc2cc1C | -2 | 9 | 0.1 | -7 | 0 | 15 | 100 | 0 | 98 | 96 | -4
CC1CCc2c(C(=O)NCc3cccnc3)csc2C1 (stereo not given) | -4 | 9 | 1.8 | 0 | -2 | 8 | 101 | -6 | 100 | 102 | -2
CC(Sc1nnc(Cc2cccs2)n1C1CCCCC1)C(=O)N1CCc2ccccc21 (stereo not given) | 0 | 17 | 1.8 | 0 | -2 | 1 | 98 | -3 | 97 | 104 | -2
CC(C)CCN(C(=S)Nc1cccc(F)c1)C1CCN(C(C)C)CC1 | -8 | 15 | 0.0 | -7 | 0 | 2 | 101 | -5 | 104 | 108 | -2
CCOCCCNC(=S)Nc1cc(C)cc(C)c1 | -1 | 12 | 3.1 | -1 | -1 | 5 | 102 | 0 | 100 | 103 | 2
Cc1ccc2c(c1)C(O)(CC(=O)/C=C/C=C/c1ccccc1)C(=O)N2 (stereo not given) | -3 | 10 | 0.5 | -2 | -4 | 5 | 99 | -4 | 102 | 97 | -6
CN(C(=O)COC(=O)CCc1c[nH]c2ccccc12)C(c1ccccc1)c1ccccc1 | -7 | 18 | 0.7 | -9 | 2 | 3 | 99 | -4 | 96 | 97 | -5
CC1CN=C(c2cccn2Cc2ccc(F)cc2Cl)O1 (stereo not given) | -1 | 19 | -2.6 | -3 | 1 | -2 | 99 | -1 | 105 | 101 | 0
CCOC(=O)c1sc(=S)n(-c2ccc(C)cc2)c1SC | 0 | 33 | 0.9 | -1 | -4 | 14 | 97 | -4 | 91 | 98 | -2
O=C(N/N=C/c1ccc([N+](=O)[O-])cc1)c1[nH]ncc1Br | -2 | 17 | 0.7 | -4 | 0 | 6 | 105 | -2 | 101 | 103 | 0
OC1(c2ccc3c(c2)OCO3)CCN(Cc2ccccn2)CC1 | -8 | 34 | -1.0 | -13 | 4 | 26 | 101 | -5 | 100 | 99 | -9
CCCOc1ccc(C(=O)NCCc2ccccc2)cc1 | -5 | 18 | 0.8 | -7 | -3 | 5 | 102 | -4 | 102 | 102 | -8
O=C(NCC1CCCO1)c1ccccc1S(=O)(=O)c1ccc([N+](=O)[O-])cc1 (stereo not given) | -3 | 18 | 2.7 | -3 | -2 | 6 | 97 | 0 | 102 | 104 | -3
CC(CSc1nnnn1-c1ccccc1)Cn1c(N2CCCC2)nc2c1c(=O)[nH]c(=O)n2C (stereo not given) | 0 | 9 | 5.9 | 2 | -1 | 12 | 92 | -5 | 81 | 94 | 2

Some entries already given, reduced to Bcl-XL Bim block, Bcl-2 Bim block and RGS4-Gao reg.
| canonical_smiles | Bcl-XL Bim block | Bcl-2 Bim block | RGS4-Gao reg |
| --- | --- | --- | --- |
| COC(=O)Cc1ccc(NC(=S)N2CCN(c3ccc(F)cc3)CC2)cc1 | -8 | -4 | 104 |
| O=C(CSc1nc2ncccc2[nH]1)c1ccc(F)cc1 | -2 | -1 | 80 |

Later entries.
SMILES | Bcl-B Bim block | GSH bead fluor | ABCB1 inh | Bim-Bfl-1 | Bcl-W Bim block | ABCG2 inh | RGS4-Gao reg | Bcl-XL Bim block | RGS8-Gao reg | RGS7-Gao | Bcl-2 Bim block
COc1cc([N+](=O)[O-])ccc1NC(=O)C[n+]1cccc(C)c1 | -7 | 47 | -0.3 | -7 | 2 | -1 | 102 | 4 | 102 | 98 | -11
CCOC(=O)C(Cc1ccc(NC(=O)/C(=C\c2ccccc2)NC(=O)c2ccccc2)cc1)N1C(=O)c2ccccc2C1=O (stereo not given) | -14 | 11 | 0.1 | -16 | -5 | 0 | 102 | -9 | 101 | 98 | -11
CCSc1ccccc1C(=O)NCc1ccco1 | -34 | 50 | 0.3 | -8 | 1 | 0 | 99 | -6 | 103 | 97 | -12
Cc1cc(C)c(C#N)c(SCc2ccccc2)n1 | -17 | 14 | -0.4 | 0 | -7 | 2 | 96 | -10 | 92 | 95 | -3
Cc1ccc(NC(=O)C2OCCc3ccccc32)cc1C (stereo not given) | -1 | 8 | 0.7 | -2 | 1 | 17 | 102 | -4 | 102 | 101 | 2
COC(=O)Nc1cccn(Cc2c(Cl)cccc2Cl)c1=O | -3 | 21 | -0.1 | -2 | -2 | 1 | 96 | 0 | 104 | 98 | 0
CN(C(=O)COC(=O)CNC(=O)CNC(=O)c1ccc(Cl)cc1Cl)c1ccccc1 | -2 | 11 | 0.7 | -3 | 2 | 8 | 100 | -1 | 102 | 103 | -3
CCCC(=O)Nc1ccc2c(c1)nc(CN1CCCCC1)n2C | -3 | 19 | 0.0 | 1 | -4 | 0 | 96 | -5 | 96 | 94 | 0
Cc1cc(C)c2cc(C(c3nnnn3CC3CCCO3)N3CCN4CCCC4C3)c(=O)[nH]c2c1 (stereo not given) | -7 | 36 | 0.2 | -10 | -2 | 0 | 101 | -4 | 103 | 102 | -4
O=C(COC(=O)CCC1CCCC1)Nc1nc2c(F)c(F)c(F)cc2s1 | 13 | 9 | -1.1 | 18 | 10 | -6 | 92 | 16 | 81 | 89 | 15
CCCN1C(=O)c2ccc(C(=O)Nc3nccs3)cc2C1=O | -9 | 38 | 1.4 | -10 | -1 | 9 | 103 | 2 | 103 | 101 | -9
Cc1ccc2nc(NC(=O)c3ccc(OCC4CCCO4)cc3)sc2c1 (stereo not given) | 0 | 10 | -0.3 | -2 | -6 | -6 | 91 | -2 | 95 | 91 | -1
CCOC(=O)c1cc(C)n(Cc2ccc(OCC)c(OC)c2)c1C | -2 | 32 | 0.9 | -9 | 0 | 4 | 107 | 1 | 105 | 102 | -6
O=C(Nc1ccc(CN2CCOCC2)cc1)c1cc2ccccn2n1 | -4 | 19 | -2.3 | -12 | 1 | -1 | 101 | -4 | 102 | 101 | -8
COc1ccccc1N1CCN(C(=O)CN(CCc2ccccc2)S(C)(=O)=O)CC1 | -4 | 25 | 0.9 | -2 | -3 | 1 | 104 | -2 | 102 | 108 | -4
CCCCNC(=O)CSc1cc(=O)n(C)c2ccccc12 | -10 | 29 | 0.0 | -11 | 0 | 10 | 103 | -6 | 102 | 103 | -5
CCOc1cc(/C=N/n2cnnc2)ccc1OCC(=O)Nc1ccccc1OC | -9 | 14 | 0.9 | -13 | -2 | 50 | 94 | -6 | 98 | 96 | -12
